PMI act satM6P: human PMI activators, high substrate, primary screen, biochemical, fluorescence intensity, near-saturating mannose 6-phosphate | coupled PMI enzyme assay, resazurin fluorescence, 20 min; active compounds read high; 1 = untreated enzyme, 0 = substrate-free blank | activation factor at 20 µM | 190,000 tested, 0.34% active | AID 1216, 2008;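 active means activation factor of 2 or more at 20 µM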
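Test system: human phosphomannose isomerase with PGI, G6PDH, diaphorase coupling enzymes; amount: 15 ng/mL PMI; incubation: enzyme reaction with compound 20 min at room temperature; technique: resorufin fluorescence (Ex 544/Em 590 nm) from resazurin via diaphorase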
ROMK primary: ROMK potassium channel modulators, primary screen, cell-based, thallium flux, MLSMR library | ATP-sensitive inward rectifier potassium channel 1 (Homo sapiens), P48048 | Tet-inducible ROMK, thallium flux fluorescence; actives lie on both sides | B-score at 10 µM | 130,000 tested, 2% active | AID 1918, 2009;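 active means signal ratio slope over the read window, or its plate-corrected B-score, at least 3 SD from the plate mean, either direction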;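 further: B-score of the F/F0 ratio slope over 7 to 12 s after thallium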
Target sequence (P48048 whole entry, looked up): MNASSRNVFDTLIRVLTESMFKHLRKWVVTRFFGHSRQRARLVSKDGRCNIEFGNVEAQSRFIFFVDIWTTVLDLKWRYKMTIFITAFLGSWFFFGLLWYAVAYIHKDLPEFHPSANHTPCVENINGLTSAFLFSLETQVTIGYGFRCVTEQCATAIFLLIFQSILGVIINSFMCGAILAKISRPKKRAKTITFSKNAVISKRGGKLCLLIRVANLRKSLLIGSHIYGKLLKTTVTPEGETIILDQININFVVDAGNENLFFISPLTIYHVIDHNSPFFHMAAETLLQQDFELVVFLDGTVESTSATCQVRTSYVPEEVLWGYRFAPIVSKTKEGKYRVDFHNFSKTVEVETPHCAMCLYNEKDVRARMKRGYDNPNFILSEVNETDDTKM
PPARg SRC3 recr: PPARgamma agonists recruiting SRC-3 coactivator, primary screen, biochemical; biochemical PPARgamma/SRC-3 coactivator recruitment assay; activation, % at 8 µM; 200,000 tested, 0.26% active; in the data active means activation above about 23%;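 further: 0% = DMSO and 100% = reference agonist; some compounds past the cut are filed as inactive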
PPARg SRC2 recr: agonists of PPARg-SRC-2 recruitment, primary screen, biochemical, HTS | PPARgamma LBD-SRC-2 recruitment | activation, % at 8 µM | AID 1032, 2008 | 200,000 tested, 0.34% active; in the data active means activation above about 22%;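 further: 0% = vehicle and 100% = reference agonist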
PMI act: activators of human PMI, primary screen, biochemical, fluorescence intensity, near-Km mannose 6-phosphate. Mannose-6-phosphate isomerase (Homo sapiens), P34949. 190,000 tested, 0.005% active. AID 1214, 2008. purified human PMI, coupled resazurin fluorescence, 20 min; active compounds read high; 1 = vehicle control, 0 substrate-free wells. activation factor at 20 µM;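 active means activation factor of 2 or more at 20 µM, relative to plate controls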
G6PDH CS: L. mesenteroides G6PDH inhibitors, counter-screen for G6PDH-coupled screening assays, biochemical, Leuconostoc mesenteroides enzyme | glucose-6-phosphate dehydrogenase [Leuconostoc mesenteroides] | Purified L. mesenteroides G6PDH, diaphorase/resazurin coupled fluorescence, 45 min | inhibition, % at 5 µM | 200,000 tested, 0.12% active | AID 1020, 2008; in the data active means inhibition above about 50%
Diaphorase inh: diaphorase inhibitors and chemical oxidizers, primary screen, counter-screen for diaphorase-coupled primary assays, biochemical, uHTS, resorufin fluorescence; diaphorase resazurin-to-resorufin fluorescence, NADH, 16 min; bacterial (C. kluyveri) enzyme, not human; inhibition, % at 20 µM; 190,000 tested, 0.69% active; AID 1217, 2008;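 active means primary screen inhibition at 20 µM above a set limit, cut at about 50% in these data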;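 further: plate controls were DMSO with full reaction for no effect and wells lacking NADH for full effect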
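Detection: fluorescence of resorufin formed from resazurin, Ex 544/Em 590 nm; test system: Clostridium kluyveri diaphorase enzyme; amount: 0.14 U/mL diaphorase, enzyme working solution; times: 16-min room-temperature incubation before reading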
PPARg SRC1 recr: PPARgamma agonists recruiting SRC-1 coactivator, primary screen, biochemical; Peroxisome proliferator-activated receptor gamma (Homo sapiens), P37231; PPARgamma-SRC-1 coactivator recruitment biochemical assay; activation, % at 8 µM; 200,000 tested, 0.41% active; in the data active means activation above about 19%;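 further: 0% = DMSO and 100% = reference agonist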
Diaph act CS: compounds boosting diaphorase resazurin reduction – biochemical, uHTS, resorufin fluorescence, counter-screen for diaphorase-coupled primary assays, primary screen; 190,000 tested, 0.005% active; Diaphorase/resazurin coupled assay, 16 min; active compounds read high; 1 = vehicle wells, 0 = NADH-free wells; AID 1229, 2008; activation factor at 20 µM;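 active means diaphorase activity raised at least twofold by the compound at 20 µM; inactive means activation factor below 2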
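Material: bacterial diaphorase enzyme (C. kluyveri); amount: enzyme 0.07 U/mL final; reagent: NADH substrate 0.114 mM plus resazurin dye 0.1 mM, final; doses: single compound dose of 20 µM, 1% DMSO final; timing: 16 min enzyme reaction, ambient temperature; measured by: fluorescence of resorufin, 544 nm excitation, 590 nm emission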
S1P3 antag: S1P3 receptor antagonists, primary screen, cell-based; Sphingosine 1-phosphate receptor 3 (Homo sapiens), Q99500; CHO S1P3 NFAT-BLA reporter, FRET fluorescence, antagonist mode; inhibition, % at 4.98 µM; 170,000 tested, 0.27% active;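 active means inhibition above the plate cutoff, the mean inhibition of test wells on that plate plus 3 SD, cut at about 28% in these data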;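 further: cells challenged with S1P at its EC80 of 0.8 µM; blue over green emission ratio from cleaved BLA substrate after 4 h stimulation; 0% = S1P-stimulated wells and 100% = unstimulated DMSO-only wells; some compounds past the cut are filed as inactive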
Target sequence (Q99500 whole entry, looked up): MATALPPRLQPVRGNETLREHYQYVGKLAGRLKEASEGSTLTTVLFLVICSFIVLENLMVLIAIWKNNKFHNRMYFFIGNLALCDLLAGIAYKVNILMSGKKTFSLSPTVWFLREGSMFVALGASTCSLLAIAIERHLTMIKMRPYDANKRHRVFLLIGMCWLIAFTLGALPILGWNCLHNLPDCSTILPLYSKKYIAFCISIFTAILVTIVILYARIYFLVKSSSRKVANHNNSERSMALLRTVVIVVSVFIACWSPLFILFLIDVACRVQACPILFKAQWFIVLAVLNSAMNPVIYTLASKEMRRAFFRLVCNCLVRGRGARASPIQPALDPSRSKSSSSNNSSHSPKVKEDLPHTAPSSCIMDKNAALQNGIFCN
SRC2 TRFRET art: TR-FRET signal artefacts, primary screen, artefact control for PPARgamma SRC-2 agonist project, biochemical; TR-FRET artefact counter-screen; active compounds read high; TR-FRET ratio at 8 µM; 200,000 tested, 0.4% active; AID 1049, 2008; in the data active means TR-FRET ratio above about 2000; further: inactives centre near 1500
* marks the source's active call; other numbers are inactive results; x = no result given.

SMILES	PMI act satM6P	ROMK primary	PPARg SRC3 recr	PPARg SRC2 recr	PMI act	G6PDH CS	Diaphorase inh	PPARg SRC1 recr	Diaph act CS	S1P3 antag	SRC2 TRFRET art
O=C(CC1C(=O)NCCN1CC(c1ccccc1)c1ccccc1)NCCc1cn[nH]c1 (stereo not given)	0.8	0.035	-6	9	1	5	-15	3	1.1	24	1654
COc1ccccc1CNC(=O)C1Cc2ccccc2C(=O)O1 (stereo not given)	0.9	-1.1	-1	1	0.9	14	9	1	0.9	1	1351
O=C(NCCc1csc(-c2ccccc2)n1)c1cccs1	1	x	4	-7	1	2	8	-9	0.9	8	1363
CCOC(=O)C1CCCC(NS(=O)(=O)c2ccc(NC(C)=O)cc2)C1 (stereo not given)	1	-0.5	-7	-3	0.9	2	17	-2	0.8	x	1695
COc1ccc2cnn(-c3ccccc3C)c(=O)c2c1OC	1	1.7	-8	2	1	7	10	3	0.9	x	1492
O=C(Cc1ccccc1)Nc1ccc(N2CCCC2)cc1	1.6	0.037	4	-3	1.4	14	4	-1	1	x	1603
C/C(=N/NC(=O)c1cn(-c2cccc(C)n2)cn1)c1ccc(C)cc1	1.1	x	-4	0	0.9	0	-3	0	1	x	1459
S=C1NC2=C(CCCC2)C2(CCCCC2)N1	1	x	-1	-6	1.1	4	6	-1	0.9	x	1501
CCS(=O)(=O)N1Cc2ccccc2CC1C(=O)Nc1nc2c(C)cccc2s1 (stereo not given)	1.1	-0.31	3	0	1.2	10	9	7	0.9	7	1595
CCN(CC)CCC(=O)c1ccc(F)cc1	0.6	-0.025	-2	-6	0.6	1	8	-12	0.9	7	1335
CCc1nnc(NC(=O)CCN(c2ccc(C)cc2)S(=O)(=O)c2ccccc2)s1	1	0.22	-3	-6	1	13	15	-1	0.9	-9	1532
Cc1c(Br)cc(C(=O)NCc2ccco2)c(C)c1C	1	x	2	2	0.9	1	15	2	0.8	-25	1610
CCc1ccc(Nc2oc(C)cc(=O)c2C(C)=O)cc1	1	0.35	16	-8	1	1	11	-2	0.9	9	1511
Cc1cc(Nc2cccc(C(F)(F)F)c2)n2nc(C)nc2n1	0.9	-0.11	-2	-9	0.9	-1	15	-10	0.9	-32	1415
CC(C)OC(=O)CSc1nnc(-c2ccc(C(C)(C)C)cc2)n1N	1	x	4	8	0.9	4	2	-4	1	14	1424
Cc1ccc(N2C(=O)c3ccccc3C2Nc2ccc(S(=O)(=O)N3CCCCC3)cc2)nc1 (stereo not given)	1	x	12	4	0.9	4	19	9	0.8	x	1714
Cn1c(CCN2CCN(c3ccc(F)cc3)CC2)nc2cc(NC(=O)c3ccco3)ccc21	0.9	-0.7	-1	6	0.9	6	16	7	0.8	-21	1750
Cc1cc(C)c2cc(CN(CC3CCCO3)S(=O)(=O)c3ccc4c(c3)OCCO4)c(=O)[nH]c2c1 (stereo not given)	0.9	-1.2	-5	-1	1	3	35	3	0.6	-14	1677
O=C(N/C(=C\c1ccco1)C(=O)N1CCOCC1)c1ccco1	0.8	x	-3	-1	1	4	7	0	0.9	8	1532
Cc1nn(-c2ccccc2)c(C)c1NC(=O)COc1ccc(Br)cc1Cl	0.9	x	-3	5	0.8	2	23	7	0.8	1	1638

Molecules shown so far that have bromine:
SMILES	PMI act satM6P	ROMK primary	PPARg SRC3 recr	PPARg SRC2 recr	PMI act	G6PDH CS	Diaphorase inh	PPARg SRC1 recr	Diaph act CS	S1P3 antag	SRC2 TRFRET art
Cc1c(Br)cc(C(=O)NCc2ccco2)c(C)c1C	1	x	2	2	0.9	1	15	2	0.8	-25	1610
Cc1nn(-c2ccccc2)c(C)c1NC(=O)COc1ccc(Br)cc1Cl	0.9	x	-3	5	0.8	2	23	7	0.8	1	1638

Whole records, looked up by structure. Order of screens: PMI act satM6P	ROMK primary	PPARg SRC3 recr	PPARg SRC2 recr	PMI act	G6PDH CS	Diaphorase inh	PPARg SRC1 recr	Diaph act CS	S1P3 antag	SRC2 TRFRET art
Cc1ccc(N2C(=O)c3ccccc3C2Nc2ccc(S(=O)(=O)N3CCCCC3)cc2)nc1 (stereo not given) is listed as 1	x	12	4	0.9	4	19	9	0.8	x	1714
O=C(N/C(=C\c1ccco1)C(=O)N1CCOCC1)c1ccco1 is listed as 0.8	x	-3	-1	1	4	7	0	0.9	8	1532
CCS(=O)(=O)N1Cc2ccccc2CC1C(=O)Nc1nc2c(C)cccc2s1 (stereo not given) is listed as 1.1	-0.31	3	0	1.2	10	9	7	0.9	7	1595
O=C(CC1C(=O)NCCN1CC(c1ccccc1)c1ccccc1)NCCc1cn[nH]c1 (stereo not given) is listed as 0.8	0.035	-6	9	1	5	-15	3	1.1	24	1654
O=C(Cc1ccccc1)Nc1ccc(N2CCCC2)cc1 is listed as 1.6	0.037	4	-3	1.4	14	4	-1	1	x	1603

Continued:
SMILES	PMI act satM6P	ROMK primary	PPARg SRC3 recr	PPARg SRC2 recr	PMI act	G6PDH CS	Diaphorase inh	PPARg SRC1 recr	Diaph act CS	S1P3 antag	SRC2 TRFRET art
Cc1cccc(C)c1NC(=S)N(CCc1ccncc1)C(C)C	1	0.89	0	7	1	7	-3	2	1	1	1723
COc1ccccc1CNCc1cccs1	1	-0.36	0	-3	1.1	10	7	5	0.9	18	1549
COc1ccc2c(=O)c(-c3ccccc3C)c(C)oc2c1	1	x	8	-7	1	6	13	2	0.9	x	1538
COc1ccc2[nH]c(=O)c(CN(CCO)S(=O)(=O)c3ccc4c(c3)OCCO4)cc2c1	0.9	1.6	-3	1	0.9	4	17	-4	0.8	6	1595
O=C(COC(=O)[C@H](Cc1ccccc1)NC(=O)c1cccs1)NC1CCCCC1	1	x	0	0	0.9	-2	5	-1	1	-16	1520
CC1(C)Cc2c(sc(NC(=O)c3ccc(Br)o3)c2C#N)CO1	1	-0.61	3	-4	1	8	6	-6	0.9	x	1566
COc1ccc([N+](=O)[O-])cc1NC(=O)COC(=O)C=C(C)C	1	-0.62	-7	9	1	1	16	1	0.8	-9	1715
COC(=O)/C(=C\Nc1cccc(Cl)c1C)c1ncc(C(F)(F)F)cc1Cl	1	x	14	-8	1	-3	8	-4	0.9	x	1327
Cc1nc(SCC(=O)NCc2cccs2)nc(C)c1C	1.1	-0.27	-1	6	1.1	5	-7	1	1.1	15	1591
Cc1cccc(NC(=S)/N=C(\N)Nc2nc(C)c3cc(C)ccc3n2)c1	1.1	x	5	3	0.9	-37	12	5	0.9	-8	1701
N/C(=N\OC(=O)CCCN1C(=O)c2ccccc2C1=O)c1ccccn1	1	x	5	6	1	0	-2	9	1	-18	1730
O=C(Nc1ccc(-c2noc(-c3ccccc3F)n2)cc1)c1cccs1	0.9	-0.17	-2	5	0.9	4	9	5	0.9	-9	1520
COc1ccccc1NS(=O)(=O)c1cccc(NC(=O)c2cc3ccccc3oc2=O)c1	0.9	-1.2	4	-7	1	-1	-8	5	1.1	3	1539
COc1ccc(-c2c(C#N)c(SCc3c(C)noc3C)nc3c2C(=O)CC(C)(C)C3)cc1	0.9	0.15	3	10	0.9	-12	15	7	0.8	x	1706
CSc1ncccc1C(=O)Nc1ccc(F)c(F)c1F	1	-0.47	-4	1	1	4	3	0	1	-18	1394
Cc1oc(-c2ccc(C(F)(F)F)cc2)nc1CN(Cc1ccccn1)C[C@@H]1CCC(=O)N1	1	0.12	8	17	1	5	10	2	0.9	7	1614
c1ccc(N2CCN(c3ncnc4scc(-c5cccs5)c34)CC2)cc1	0.9	x	2	2	0.8	-31	18	8	0.8	19	1676
CCC(=O)OCc1c(C(F)(F)F)nn(C)c1Sc1ccc(F)cc1	0.8	x	8	3	0.8	4	20	2	0.8	x	1592
O=C(NCCCN1CCOCC1)c1cc2c(s1)CCCC2	1	x	3	0	0.9	-1	12	-1	0.9	5	1423
CCc1ccc(OCC(O)CN2CCC(CN3C(=O)c4cccc5cccc(c45)C3=O)CC2)cc1 (stereo not given)	1.1	-0.83	4	9	1.1	-3	-9	5	1.1	-10	1639
C=CCNC(=S)/C(=C(/[O-])c1ccc([N+](=O)[O-])cc1)[n+]1ccccc1	0.9	0.3	1	-8	1	4	-5	8	1	-19	1466
Cc1nc2c(cc1C(=O)N/N=C/c1ccc(O)c(O)c1)c(=O)n(C)c(=O)n2C	1	x	-4	10	0.7	18	19	9	0.8	-2	1614
COc1ccc(NC(=O)C/C(C)=N/NC(=O)c2cnccn2)cc1	1	1.2	5	5	1	4	-4	6	1	-21	1739
O=C1C(Cl)=C(Nc2ccc(F)cc2)C(=O)N1CCc1ccccc1	1	x	5	10	1	2	7	0	0.9	11	1521
Cc1ccc(-c2cnn(-c3cccc([N+](=O)[O-])c3)c2N)cc1	0.9	x	0	8	0.9	8	2	8	1	x	1618
N#CCOc1ccc2oc(-c3ccco3)cc(=O)c2c1	1.1	0.037	3	3	1.1	4	24	5	0.8	11	1654

Screens: PubChem BioAssay, several laboratories
